# Screening data from PubChem.
# Rin1-Abl PPI inh = human Rin1-Abl interaction inhibition | TR-FRET Rin1/Abl binding, biochemical | inhibition, % at 7.35 µM | AID 588664 | 360,000 tested, 0.4% active; in the data active means inhibition above about 5%, passing the limit was not always enough
# NadD block = inhibitors of Staphylococcus aureus NadD; purified NadD enzyme, colorimetric absorbance read-out; inhibition, % at 20 µM; 360,000 tested, 0.78% active; AID 602399; in the data active means inhibition above about 26%; further: some compounds past the cut are filed as inactive
# DNMT1 inh = blocks human DNA methyltransferase DNMT1. DNMT1 molecular beacon, Hinp1I cleavage, fluorescence. inhibition (reported as % activation of signal), % at 10 µM. 360,000 tested, 0.83% active. AID 588458; in the data active means inhibition above about 50%
# Rpn11 inh = blocks the human proteasome subunit Rpn11 | human 26S proteasome, Ub4-pepOG fluorescence polarization; 20S core pre-blocked with epoxomicin | 360,000 tested, 0.59% active | calls only at 20 µM | AID 588493;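 active means inhibition at 20 µM, scaled to each plate's controls, above about 33%, limit read from the data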
# STEP block = blocks human striatal-enriched tyrosine phosphatase; P54829; recombinant STEP, OMFP fluorogenic substrate, fluorescence; inhibition, % at 20 µM; 360,000 tested, 0.25% active; AID 588621;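 active means inhibition at 20 µM, scaled per plate between control wells, above about 37%, limit read from the data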;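 further: 0% = DMSO with enzyme and substrate and 100% = substrate only without enzyme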
#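 Assay system: isolated STEP enzyme / Timing: 20 min at room temperature, dark / Doses: 20 µM, 1% DMSO / Technique: fluorescence intensity, excitation 480 nm, emission 540 nm / Reagent: fluorogenic phosphatase substrate OMFP at 25 µM final / Measure: percent inhibition scaled to no-enzyme and uninhibited-enzyme controls, plate-pattern corrected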
# SUMO1 PPI mod = alters human SUMO1 binding to SIM partners | 360,000 tested, 0.33% active | inhibition, % at 20 µM | SUMO1 binding to a labelled peptide, TR-FRET, 1 h | P63165; in the data active means inhibition above about 37%
# Target sequence (P63165 whole entry, looked up): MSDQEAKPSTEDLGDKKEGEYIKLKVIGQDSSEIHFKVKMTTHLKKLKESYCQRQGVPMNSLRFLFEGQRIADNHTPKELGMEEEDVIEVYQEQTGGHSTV
# Scp-1 inhibitor = Scp-1 (human) phosphatase inhibition; Q9GZU7; Recombinant Scp1, phosphopeptide, malachite green phosphate absorbance; inhibition, % at 20 µM; 340,000 tested, 0.88% active; AID 493091;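 active means inhibition above about 50% at 20 µM, limit read from the data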;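 further: plate controls were DMSO wells with enzyme for no effect and wells lacking enzyme for full effect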
#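 System: SCP-1 catalytic domain; Reagent: Phospho 17-mer peptide substrate; Doses: one concentration, 20 µM, with 1.0% DMSO; Incubation: 45 min room-temperature reaction, 5 min colour, 30 min stabiliser; Signal: Phosphate-binding colour reagent, absorbance read at 630 nm.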
# LMPTP block = LMPTP (human) inhibition. recombinant LMPTP-A, OMFP fluorogenic substrate, fluorescence intensity. inhibition, % at 20 µM. 360,000 tested, 0.22% active;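 active means compounds that cut the enzyme signal by at least half of the control window in the single-dose screen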;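 further: plate controls were DMSO wells with enzyme plus substrate for no effect and substrate without enzyme for full effect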
# Target sequence (P24666 whole entry, looked up): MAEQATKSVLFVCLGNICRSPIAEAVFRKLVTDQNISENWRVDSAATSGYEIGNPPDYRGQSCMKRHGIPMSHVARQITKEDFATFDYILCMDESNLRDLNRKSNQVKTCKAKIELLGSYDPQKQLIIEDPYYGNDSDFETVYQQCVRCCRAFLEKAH
#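 Assay system: LMPTP-A phosphatase enzyme | Input: 0.625 nM enzyme | Also added: Fluorogenic phosphatase substrate OMFP at 400 µM final | Compound dosing: One test concentration per compound, 20 µM, with 3% DMSO overall | Schedule: 50 min enzyme reaction at room temperature, protected from light | Signal: Fluorescence intensity | Benchmarks: no-enzyme and uninhibited controls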
# Neddyl block = inhibitors of human cullin neddylation. P61081+Q13564. TR-FRET cullin neddylation, biochemical. calls only at 25 µM. 360,000 tested, 0.58% active. AID 651699; in the data active means inhibition above about 36%
# Target sequence (P61081 whole entry, looked up): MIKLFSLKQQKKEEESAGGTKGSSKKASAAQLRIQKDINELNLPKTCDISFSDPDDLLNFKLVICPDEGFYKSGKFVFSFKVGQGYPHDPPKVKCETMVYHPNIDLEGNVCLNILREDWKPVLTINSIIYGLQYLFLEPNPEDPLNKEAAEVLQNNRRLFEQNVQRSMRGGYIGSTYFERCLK
# Target sequence (Q13564 whole entry, looked up): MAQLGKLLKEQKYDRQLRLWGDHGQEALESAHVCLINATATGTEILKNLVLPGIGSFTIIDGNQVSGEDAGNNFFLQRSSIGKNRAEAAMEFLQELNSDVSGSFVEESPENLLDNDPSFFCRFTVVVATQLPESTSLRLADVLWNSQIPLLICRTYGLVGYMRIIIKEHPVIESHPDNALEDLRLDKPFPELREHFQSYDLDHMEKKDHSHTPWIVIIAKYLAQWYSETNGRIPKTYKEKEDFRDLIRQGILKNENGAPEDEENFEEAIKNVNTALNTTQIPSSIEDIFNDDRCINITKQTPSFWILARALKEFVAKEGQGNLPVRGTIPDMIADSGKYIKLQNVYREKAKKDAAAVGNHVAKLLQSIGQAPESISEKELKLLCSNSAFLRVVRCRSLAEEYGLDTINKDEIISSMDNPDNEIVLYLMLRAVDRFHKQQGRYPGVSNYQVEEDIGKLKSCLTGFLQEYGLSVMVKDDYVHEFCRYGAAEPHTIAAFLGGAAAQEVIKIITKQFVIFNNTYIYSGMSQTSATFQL
# CSN inh = CSN deneddylation inhibition | Q92905 | Purified CSN, SCF-Nedd8-OG deneddylation, fluorescence polarization | inhibition, % at 12.5 µM | 360,000 tested, 0.38% active | AID 651999;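 active means pattern-corrected inhibition above about 35%, with an unprinted fluorescence ratio check between 0.5 and 1.5, limit read from the data, passing the limit was not always enough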;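 further: 0% = enzyme with substrate and 100% = substrate without enzyme; some results filed as inactive read as strong as hits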
#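 Assay system: Purified human Csn5 enzyme expressed in HEK293T cells | Amount: Enzyme 0.24 nM | Measured by: Fluorescence polarization readout | Medium: Tris/NaCl/DTT buffer, pH 7.5 | Compound dosing: One concentration, 12.5 µM, 0.25% DMSO | Times: 90 min incubation of compound, enzyme and substrate at room temperature | Control set: no-enzyme wells high, enzyme-with-substrate wells low | Read-out: % inhibition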
# The depositor's hits bear a star; i = inactive; / = no result given.
nr	Rin1-Abl PPI inh	NadD block	DNMT1 inh	compound	Rpn11 inh	STEP block	SUMO1 PPI mod	Scp-1 inhibitor	LMPTP block	Neddyl block	CSN inh
1	2.8	1.9	0.2	CN(Cc1nccn1C)C(=O)CC1C(=O)NCCN1Cc1ccc(F)cc1Cl (configuration not stated)	i	-0.6	-2.5	-10.2	-0.5	i	4.2
2	2.1	1.2	1.4	COc1ccc(NC(=O)Nc2c(C)n(C)n(-c3ccccc3)c2=O)cc1OC	i	-0.9	-0.9	-7.2	-1.2	i	-1.6
3	-0.4	-3.8	0.6	O=C(Nc1ccc(Cl)cc1)OCCn1nnnc1C(c1ccccc1)N1CCOCC1 (configuration not stated)	i	-0.2	-2.7	4.6	-0.4	i	-3.3
4	-2.8	3.8	5.5	CC1CCN(S(=O)(=O)N2CCC(C(=O)NC(C)c3ccccc3)CC2)CC1 (configuration not stated)	i	-1.8	4.2	/	-1.3	i	-1.7
5	4.4	2.6	0.0	O=C(Cc1ccc(Cl)c(Cl)c1)NC1CCCCCC1	i	2.1	5.1	5.9	1.3	i	-1.4
6	-0.3	2.6	6.4	COC(=O)C(=C/C=C/c1ccco1)C(=O)OC	i	2.0	-14.9	-13.6	-0.2	i	-30.3
7	0.2	0.2	0.5	COc1ccc(CCNS(=O)(=O)c2ccc(OC)c(OC)c2)cc1OC	i	2.3	2.6	1.2	-0.9	i	0.7
8	-0.5	-2.4	-2.8	Cc1ccc(NC(=O)COc2ccc(-c3nnco3)cc2)cc1S(=O)(=O)N1CCOCC1	i	-2.0	5.7	-9.0	0.0	i	4.6
9	-1.1	-0.4	-3.4	CC(Sc1nc2scc(-c3ccccc3)c2c(=O)[nH]1)C(=O)NC(N)=O (configuration not stated)	i	1.6	5.0	-5.2	-0.3	i	1.0
10	-1.0	-5.4	6.6	CC/C(O)=C1\C(=O)CC(C)(C)CC1=Nc1ccccc1C	i	-4.9	-0.5	-2.7	-0.5	i	-8.6
11	-1.6	-3.3	-2.1	COc1ccc(F)cc1C1=CC(=O)C[C@H](c2ccc3c(c2)OCO3)C1	i	-1.1	0.2	-0.2	1.4	i	-5.4
12	2.5	4.1	22.7	CC(C)CC(NC(=O)c1ccc(Cl)cc1)C(=O)OCC(=O)c1ccc2c(c1)NC(=O)CO2 (configuration not stated)	i	-1.7	1.4	-4.8	9.5	i	-3.3
13	1.1	-0.2	2.9	CC1(C)Cc2cccc(Oc3cc(NN4CCCCC4)c([N+](=O)[O-])cc3[N+](=O)[O-])c2O1	i	3.0	-4.0	-13.9	2.6	i	-0.1
14	3.4	-2.3	-5.9	CCCN(C)C[C@@H]1OCCCC[C@@H](C)Oc2ccc(NC(=O)c3ccccc3)cc2C(=O)N([C@H](C)CO)C[C@@H]1C	i	-1.0	-0.5	/	0.3	i	5.0
15	0.1	6.4	-10.3	C(=N/Nc1nc(-c2ccccc2)cc(-c2ccccc2)n1)/c1cccnc1	i	-0.6	-3.2	1.3	2.3	i	-10.2
16	-0.6	8.8	0.9	CCCCCCNC(=O)c1ncn[nH]1	i	-0.5	4.4	-10.5	0.8	i	-0.7
17	0.1	-0.2	4.0	Cc1nc(Oc2ccccc2)c2ccsc2n1	i	-0.8	-4.3	-7.4	-0.6	i	3.2
18	0.4	0.4	2.0	CCOC(=O)C(C)Sc1ncnc2nc[nH]c12 (configuration not stated)	i	-4.7	-1.3	0.2	-0.8	i	-5.5
19	-4.8	23.2	-26.7	O=C(C[C@H]1C[C@H](C(=O)N2CCOCC2)[C@@]2(CCC3CCCC3)c3[nH]c4cc(-c5ccco5)ccc4c3CCN2C1=O)NCc1cccc(C(F)(F)F)c1	i	-0.3	1.8	-4.0	3.6	/	8.7
20	3.7	-7.2	-2.6	O=C(C[C@H]1C/C=C\C[C@H](Cc2ccc(F)cc2)C(=O)O[C@@H](c2ccccc2)CNC1=O)N[C@H](CO)Cc1ccccc1	i	4.3	1.4	-2.3	0.9	i	3.2
21	-2.7	-6.4	2.3	Cc1cc(C)nc(NC(=O)Cc2ccc([N+](=O)[O-])cc2)c1	i	-0.5	-11.1	-10.7	-0.9	i	-4.1
22	3.4	-1.3	2.6	CCOC(=O)/C=C1\CN(Cc2ccc(OC)cc2)S(=O)(=O)c2ccccc21	i	-0.2	-2.1	-8.1	0.8	i	-1.4
23	-8.5	0.7	2.4	CNC(=O)COc1coc(CN2CCN(c3cccc(Cl)c3)CC2)cc1=O	i	-1.0	0.8	0.8	-1.2	i	-1.0
24	-1.8	-3.9	-8.6	CCOc1ccc(N2CC(C(=O)OCC(=O)c3ccc(OC)cc3)CC2=O)cc1 (configuration not stated)	i	-1.8	8.8	-9.7	-0.7	i	-0.2
25	-1.7	6.5	0.7	O=C(CSc1nnc(CNc2ccccc2)o1)N1CCc2ccccc21	i	-0.5	1.0	2.2	-0.7	i	2.1
26	0.2	2.7	-1.9	COc1ccccc1C(=O)Nc1ccnn1C1CCN(C(=O)C(C)(C)C)CC1	i	0.1	-2.2	-4.3	-1.0	i	1.3
27	-0.6	2.3	4.6	Cn1c(SC/C=C/c2ccccc2)nnc1-c1cccs1	i	-3.8	-3.2	-2.5	-1.3	i	1.1
28	0.8	-6.3	0.5	CC(C)Nc1nc(NC(C)C)nc(OCCOC(=O)c2ccccc2)n1	i	-1.1	0.6	-2.5	-1.4	i	6.3
29	0.2	19.4	-1.7	CCCn1c(N)c(C(=O)CSc2nc3ncc(Cl)cc3[nH]2)c(=O)[nH]c1=O	i	-2.8	-2.8	5.8	-0.3	i	3.2
30	-2.6	-6.5	-1.9	Cc1ccccc1S(=O)(=O)Nc1ncc(C(F)(F)F)cc1Cl	i	-2.1	1.2	-5.3	-1.0	i	2.5

# For reference, 3 of the compounds above.
nr	Rin1-Abl PPI inh	NadD block	DNMT1 inh	compound	Rpn11 inh	STEP block	SUMO1 PPI mod	Scp-1 inhibitor	LMPTP block	Neddyl block	CSN inh
1	2.8	1.9	0.2	CN(Cc1nccn1C)C(=O)CC1C(=O)NCCN1Cc1ccc(F)cc1Cl (configuration not stated)	i	-0.6	-2.5	-10.2	-0.5	i	4.2
2	2.1	1.2	1.4	COc1ccc(NC(=O)Nc2c(C)n(C)n(-c3ccccc3)c2=O)cc1OC	i	-0.9	-0.9	-7.2	-1.2	i	-1.6
3	-0.4	-3.8	0.6	O=C(Nc1ccc(Cl)cc1)OCCn1nnnc1C(c1ccccc1)N1CCOCC1 (configuration not stated)	i	-0.2	-2.7	4.6	-0.4	i	-3.3

# Following part:
nr	Rin1-Abl PPI inh	NadD block	DNMT1 inh	compound	Rpn11 inh	STEP block	SUMO1 PPI mod	Scp-1 inhibitor	LMPTP block	Neddyl block	CSN inh
31	0.7	1.6	-0.6	N#CCCN(C(=O)CSc1n[nH]c(=O)[nH]c1=O)c1ccccc1	i	-3.0	1.9	-2.7	-0.8	i	0.9
32	0.1	-1.5	1.9	COc1ccc(CNC(=O)Cn2nc(C)n3cccc3c2=O)cc1	i	1.7	3.5	0.8	-0.8	i	-5.8
33	-0.1	-6.5	-1.3	CC1=C(C(N)=O)C(c2cccs2)n2nc(-c3cccc(C)c3)nc2N1 (configuration not stated)	i	0.6	-0.3	3.4	-0.1	i	3.3
34	2.4	1.0	5.3	COC(=O)c1ccc(NC(=S)NCc2ccco2)cc1	i	2.1	2.5	7.2	2.2	i	-13.3
35	-1.1	2.1	-5.8	Nc1ncc(Br)cc1N=Cc1ccccc1	i	1.7	-0.4	-1.9	0.8	i	-8.0
36	5.6	-0.4	1.4	O=C(NC1CCCc2ccccc21)c1cc(F)cc(F)c1 (configuration not stated)	i	-0.5	1.9	-7.7	-0.1	i	-5.5
37	/	/	/	O=C(Nc1ccc(F)cc1)C(c1ccccc1OC(F)(F)F)N1CCN(C(=O)c2ccco2)CC1 (configuration not stated)	/	/	-0.8	/	0.3	i	-4.0
38	1.2	-0.6	1.8	CCC1CCC(C(=O)NC(C(=O)NCCN2CCOCC2)C(C)C)CC1 (configuration not stated)	i	-2.3	6.2	-3.0	-0.7	i	1.2
39	0.8	19.2	1.0	COc1ccc(/C=C/C(=O)NC(=S)NNC(=O)c2c(-c3ccccc3)noc2C)cc1	i	2.8	10.6	-9.8	-1.0	i	3.5
40	2.1	-7.2	-0.9	C=CCn1c(SCC(=O)NCc2ccc3c(c2)OCO3)nnc1-c1cccnc1	i	-0.2	0.6	-7.4	-0.1	i	-10.6
41	6.1	5.9	-0.1	CC1(C)CC(=O)c2cnc3nc4ccccc4n3c2C1	i	-2.6	-5.7	-5.7	-0.9	i	3.7
42	-5.2	12.7	-9.6	CN1CCc2c(sc(/N=C/c3cccs3)c2C(N)=O)C1	i	-3.6	-7.2	-4.3	-3.4	i	-2.1
43	3.5	24.9	56.0*	O=C(COC(=O)/C=C/c1cn(-c2ccccc2)nc1-c1cccnc1)Nc1ccc(Cl)cc1Cl	i	7.8	2.1	-1.7	-0.1	i	5.0
44	2.6	-8.7	0.2	COC(=O)Cn1c(N)[n+](Cc2ccccc2)c2ccccc21	i	-2.3	0.2	0.6	-1.4	i	-1.0
45	3.0	-9.3	-10.4	Cc1noc(C)c1COc1cccc(C(=O)OC(C)C(=O)Nc2ccc3c(c2)OCO3)c1 (configuration not stated)	i	-1.4	2.6	-13.0	2.4	i	0.8
46	2.3	-0.5	5.0	CCCN1C(=O)c2ccc(C(=O)NC3CCCCC3)cc2C1=O	i	-0.1	-5.8	-7.8	-0.9	i	4.3
47	0.6	-6.0	-4.4	CNC(=O)CCc1nc(-c2ccc(C(C)(C)C)cc2)no1	i	-8.6	-4.7	-11.9	-1.3	i	3.5
48	-4.7	13.3	-2.2	C=CCn1c(SCC(=O)Nc2cc(Cl)ccc2C(=O)O)nc2sc(C)c(C)c2c1=O	i	-1.3	27.6	-4.8	-0.4	i	-3.2
49	4.4	0.0	-2.7	CC(C)(C)c1ccc(C2(C)NC(=O)N(CC(=O)c3ccc[nH]3)C2=O)cc1 (configuration not stated)	i	-2.4	-0.3	-4.0	0.6	i	3.5
50	-0.5	-4.7	-6.1	O=C(Oc1cc(Cl)cc(Cl)c1)c1cnc2n(c1=O)CCS2	i	0.1	-3.8	-9.8	-0.7	i	3.4
51	0.2	-5.9	1.2	COC(=O)Nc1nnc(COc2ccccc2)s1	i	1.4	1.0	0.4	-1.6	i	-5.5
52	-5.2	4.3	-1.7	Cc1cc(-c2ccccc2)nc(SCc2ccc(C(=O)O)o2)n1	i	0.1	6.6	-3.1	0.4	i	-0.1
53	3.6	1.3	-0.9	Nc1nc(-c2ccccc2)ns1	i	-0.3	-1.2	-0.3	-0.3	i	3.3
54	-2.3	-2.4	1.0	O=C(NNC(=S)NCc1ccccc1)c1cccc([N+](=O)[O-])c1	i	1.5	-15.8	1.9	-1.2	i	0.2
55	-0.5	-4.7	27.8	O=C(COC(=O)c1ccc([N+](=O)[O-])s1)NCc1ccc(F)cc1	i	2.2	49.4*	-10.3	-0.3	i	13.5
56	0.1	-2.5	2.9	Clc1ccc(-c2nn3cnnc3s2)c(Cl)c1	i	-5.4	0.0	-2.3	0.0	i	3.6

# Rows are unselected. Share with any hit: about 3.8%.
